From PubChem
DRD3 agonist = agonists of human D3 dopamine receptor; P35462; D3R DiscoveRx beta-arrestin cells, luminescence, 90 min; max activation, %; actives 0.58% (n = 410,000); in the data active means max activation above about 30%; further: 0% is about no effect; mostly tested at two doses, the higher about 12 µM
Target sequence (P35462 whole entry, looked up): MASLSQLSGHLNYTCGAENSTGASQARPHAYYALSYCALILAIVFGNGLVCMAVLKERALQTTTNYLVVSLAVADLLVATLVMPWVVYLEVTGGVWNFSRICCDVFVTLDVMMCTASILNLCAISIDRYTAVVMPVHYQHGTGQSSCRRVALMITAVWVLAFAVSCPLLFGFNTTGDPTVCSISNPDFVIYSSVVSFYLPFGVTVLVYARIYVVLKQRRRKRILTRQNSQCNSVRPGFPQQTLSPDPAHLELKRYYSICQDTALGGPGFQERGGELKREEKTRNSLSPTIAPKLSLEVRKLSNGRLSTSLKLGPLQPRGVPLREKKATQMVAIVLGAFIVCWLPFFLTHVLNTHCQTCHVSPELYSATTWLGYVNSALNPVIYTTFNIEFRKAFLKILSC
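Agonist mode: compounds and dopamine controls were applied to plated cells for 90 min at 37 degrees C after an overnight attachment at 1500 cells/well. Luminescent read-out followed 30 - 60 minutes at room temperature with DiscoveRx detection reagent.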
CCT modulator = changes cytosolic chaperonin activity; actives 0.3% (n = 360,000); purified chaperonin ATPase assay, HTRF ADP detection, 30 min; activity change, % (concentration not given with the values), hits read low; in the data active means activity change below about -30%; further: on the % scale 0 is the no-effect control and ±100 the full control effect
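TRiC (40 or 20 nM final, by batch activity) in 30 mM Tris pH 7.4, 100 mM KCl, 5 mM MgCl2, 1 mM DTT was treated with compound at 76 uM single dose, then 10 uM ATP, 30 min at 37 °C. ADP was read by HTRF Transcreener.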
pAkt inh = blocks phosphorylation of Akt | Neuro2A IGF-stimulated pAkt S473 HTRF, 20 min; hits give low values | activity change, % for hits at 50 µM | actives 0.32% (n = 360,000) | AID 651550; in the data active means activity change below about -80%; inconclusive means mostly about -51% to -80%; further: on the % scale 0 is the no-effect control and ±100 the full control effect
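Single-point screen (50 µM final compound) in Neuro2A cells stimulated 20 min with 6 nM IGF at 37 deg C. After lysis, Ser473-phosphorylated Akt read by HTRF (ex 330 nm, em 615/665 nm) as the 665/615 ratio.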
EPAC2 antag = EPAC2 (human) antagonism; Q8WZA2; EPAC2 GEF exchange of Rap1B-BODIPY-GDP, fluorescence; Potency, µM (highest dose often 114 µM), inactives show top-dose activity, negative = inhibition, usual class: inhibitors; actives 0.18% (n = 360,000); further: potency means the concentration at half of the fitted maximal effect; on the % scale 0 is the no-effect control and ±100 the full control effect; nearly all actives have a fitted effect of over 45% in size; many of its hits are not listed in these tables
EPAC2 agonist = activates human EPAC2 exchange factor; EPAC2 activation, biochemical qHTS; response scale: 100% = 6.5 mM cAMP response; Potency, µM (highest dose often 154 µM), for inactives: top-dose activation, usual class: activators; actives 0.079% (n = 360,000); AID 720711; further: potency means the concentration at half of the fitted maximal effect; nearly all actives have a fitted effect of over 50% in size
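Compounds were titrated in qHTS against a Rap1B-BODIPY-GDP (250 nM) complex with EPAC2 (100 nM) and GDP (50 uM). BODIPY-GDP release tracked at 480/540 nm over 30 min at room temperature, normalized to 6.5 mM cAMP.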
DRD3 antagonist = blocks the human D3 dopamine receptor. P35462. D3R cells, DiscoveRx beta-arrestin luminescence, antagonist mode; hits give low values. max response, negative = inhibition, %. actives 2.5% (n = 360,000); in the data active means max response below about -50%; inconclusive means no clear call, values can overlap the other calls; further: on the % scale 0 is the no-effect control and ±100 the full control effect; mostly tested at two doses, the higher about 12 µM
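Cells plated overnight at 1500 cells/well, then exposed to library compounds with dopamine controls for 90 minutes at 37 degrees C. DiscoveRx reagent added for 30–60 minutes at room temperature; luminescence read, quantitative HTS format.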
PTHR1 ag = PTHR1 (human) receptor agonism; actives 0.075% (n = 410,000); Q03431; HEK293 GP2 PTHR1 cells, GloSensor cAMP luminescence, 1 h; Potency, µM (titrated, usually from 115 µM), for the others: at the top dose activation, most hits filed as activators; further: potency means the concentration at half of the fitted maximal effect; nearly all actives have a fitted effect of over 55% in size; some results filed as inactive show a strong effect at the top dose; inactives centre near -15; many of its hits are not listed in these tables
Target sequence (Q03431 whole entry, looked up): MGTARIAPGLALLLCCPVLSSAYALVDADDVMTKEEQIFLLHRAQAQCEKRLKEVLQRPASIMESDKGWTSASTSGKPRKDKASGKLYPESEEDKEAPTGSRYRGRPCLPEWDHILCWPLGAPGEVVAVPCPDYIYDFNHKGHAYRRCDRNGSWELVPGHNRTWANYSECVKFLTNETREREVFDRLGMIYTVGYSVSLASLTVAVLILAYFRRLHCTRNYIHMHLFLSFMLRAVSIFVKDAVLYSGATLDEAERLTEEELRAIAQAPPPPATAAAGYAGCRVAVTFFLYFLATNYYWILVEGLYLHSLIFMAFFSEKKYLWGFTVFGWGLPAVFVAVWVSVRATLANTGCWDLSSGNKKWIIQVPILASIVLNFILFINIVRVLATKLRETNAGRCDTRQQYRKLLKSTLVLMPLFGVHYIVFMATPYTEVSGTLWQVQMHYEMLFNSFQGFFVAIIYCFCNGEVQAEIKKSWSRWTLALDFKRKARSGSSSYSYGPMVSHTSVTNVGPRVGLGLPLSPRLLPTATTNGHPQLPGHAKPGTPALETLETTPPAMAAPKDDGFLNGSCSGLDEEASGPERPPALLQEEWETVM
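HEK-293-derived GP2 cells expressing PTHR1 and a GloSensor cAMP reporter, 3,000/well, plated overnight, given luciferin plus IBMX (each 0.5 mM as added) for 1 h at 37 °C, then compound for 1 h at 37 °C. Luminescence was read after 15 min at room temperature.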
Mm-Cpn inhibitor = blocks the Methanococcus maripaludis chaperonin Mm-Cpn. purified Mm-Cpn ATPase, ADP Transcreener TR-FRET. Potency, µM (series often up to 76.9 µM), for inactives: at the highest dose activity, negative = inhibition, usual class: inhibitors. actives 0.031% (n = 330,000). AID 504842; further: potency means the concentration at half of the fitted maximal effect; on the % scale 0 is the no-effect control and ±100 the full control effect; nearly all actives have a fitted effect of over 80% in size
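Purified archaeal Mm-CPN (25nM final) preincubated 10 min at 37degC with compound, then 10uM ATP for 30 min at 37degC; ADP measured by HTRF Transcreener TR-FRET; buffer 30 mM TRIS pH 7.4, 100mM KCl, 5mM MgCl2, 1mM DTT.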
* = called active by the depositor; [ ] = remark or other dose. Unless noted, the call rests on the fitted dose curve; in most records, active means well fitted curve in the direction sought with a large enough effect; inconclusive means small, poorly fitted or top-dose-only effect, or another doubt; inactive means no such curve, though single readings can be large; an effect the other way counts as inactive or inconclusive. Not all compounds are listed; count on the stated rates, not on these rows.

Results for COc1ccc(-c2nc(C#N)c(NCc3ccccc3Cl)o2)cc1 ?
DRD3 agonist: 1; CCT modulator: -0.9; pAkt inh: inactive; EPAC2 antag: 7%; EPAC2 agonist: -3%; DRD3 antagonist: 2; PTHR1 ag: -24%[57.5 µM]

Results for CCOCCCNC(=S)N(Cc1ccccc1)Cc1nc2ccccc2c(=O)[nH]1 ?
DRD3 agonist: 1; CCT modulator: 0.2; pAkt inh: inactive; EPAC2 antag: -3%; EPAC2 agonist: 4%; DRD3 antagonist: 46; PTHR1 ag: inactive; Mm-Cpn inhibitor: 1%

Results for CCCc1cc(-c2nc(-c3ccc(C)cc3)cs2)ccn1 ?
DRD3 agonist: -3; CCT modulator: 2.5; pAkt inh: inactive; EPAC2 antag: -3%; EPAC2 agonist: 6%; DRD3 antagonist: 16; PTHR1 ag: -62%[inhibitor]; Mm-Cpn inhibitor: -7%

How did CCn1c(SCC(=O)Nc2ccc(OC)c(OC)c2)nnc1-c1cnccn1 do in these assays?
DRD3 agonist: -1; CCT modulator: 3.3; pAkt inh: inactive; EPAC2 antag: -3%; EPAC2 agonist: -1%; DRD3 antagonist: -10; PTHR1 ag: inactive; Mm-Cpn inhibitor: 3%

How did CCC(=O)c1ccc(OCC(=O)N2CCCC2)c(OC)c1 do in these assays?
DRD3 agonist: 4; CCT modulator: 1.0; pAkt inh: inactive; EPAC2 antag: 1%; EPAC2 agonist: 3%; DRD3 antagonist: 21; PTHR1 ag: inactive; Mm-Cpn inhibitor: 2%

Results for COc1cc(OC)cc(C(=O)NC(=S)N2CCCCC2c2cccnc2)c1 (stereo not drawn) ?
DRD3 agonist: 1; CCT modulator: -0.5; pAkt inh: inactive; EPAC2 antag: -11%; EPAC2 agonist: 4%; DRD3 antagonist: 7; PTHR1 ag: inactive; Mm-Cpn inhibitor: -3%

Results for N/C(=N\OC(=O)CC1CCCCC1)c1ccccn1 ?
DRD3 agonist: -4; CCT modulator: -0.4; pAkt inh: inactive; EPAC2 antag: -2%; EPAC2 agonist: 13%; DRD3 antagonist: -23; PTHR1 ag: -19%[57.5 µM]; Mm-Cpn inhibitor: 3%

Results for Cn1c(=O)c2ncn(CC(=O)NCCOc3ccccc3)c2n(C)c1=O ?
DRD3 agonist: -4; CCT modulator: -2.6; pAkt inh: inactive; EPAC2 antag: 8%; EPAC2 agonist: 5%; DRD3 antagonist: 19; PTHR1 ag: inactive; Mm-Cpn inhibitor: 1%

How did CN(C(=O)c1cccc(NC(=O)Cc2ccc(NC(=O)C3CCN(C(=O)CCc4ccccc4)CC3)cc2)c1)C1CCC1 do in these assays?
DRD3 agonist: 1; CCT modulator: 0.0; pAkt inh: inactive; EPAC2 antag: 6%; EPAC2 agonist: 3%; DRD3 antagonist: -9; PTHR1 ag: inactive

How did CN1CC(=O)N(CC(=O)Nc2ccc(OCc3ccccc3)cc2)C1=O do in these assays?
DRD3 agonist: -1; CCT modulator: -0.7; pAkt inh: inactive; EPAC2 antag: -5%; EPAC2 agonist: 8%; DRD3 antagonist: 0; PTHR1 ag: -4%; Mm-Cpn inhibitor: -6%

2 records drawn at random from those above:
Results for N/C(=N\OC(=O)CC1CCCCC1)c1ccccn1 ?
DRD3 agonist: -4; CCT modulator: -0.4; pAkt inh: inactive; EPAC2 antag: -2%; EPAC2 agonist: 13%; DRD3 antagonist: -23; PTHR1 ag: -19%[57.5 µM]; Mm-Cpn inhibitor: 3%

How did CCC(=O)c1ccc(OCC(=O)N2CCCC2)c(OC)c1 do in these assays?
DRD3 agonist: 4; CCT modulator: 1.0; pAkt inh: inactive; EPAC2 antag: 1%; EPAC2 agonist: 3%; DRD3 antagonist: 21; PTHR1 ag: inactive; Mm-Cpn inhibitor: 2%

Following part.
What do the screens show for `Cc1cccn2c(=O)c(C(=O)NC3CC(C)CC(C)(C)C3)c(O)nc12` (stereo not drawn)?
DRD3 agonist: -2; CCT modulator: 0.7; pAkt inh: inactive; EPAC2 antag: 19%; EPAC2 agonist: -16%; DRD3 antagonist: 10; PTHR1 ag: -10%; Mm-Cpn inhibitor: -2%

What do the screens show for `N#Cc1ccc(Oc2c(Cl)cncc2Cl)cc1`?
DRD3 agonist: -4; CCT modulator: -0.7; pAkt inh: inactive; EPAC2 antag: -8%; EPAC2 agonist: -2%; DRD3 antagonist: 0; PTHR1 ag: -9%; Mm-Cpn inhibitor: -3%

How did O=C(NC(=O)c1ccccc1)Nc1ccc(Cl)cn1 do in these assays?
DRD3 agonist: -11; CCT modulator: -3.6; pAkt inh: inactive; EPAC2 antag: 0%; EPAC2 agonist: -2%; DRD3 antagonist: -17; PTHR1 ag: -24%; Mm-Cpn inhibitor: 2%

How did Cc1cc2c(cc1C)CSC(c1ccccc1OC(=O)C(C)C)SC2 do in these assays?
DRD3 agonist: 7; CCT modulator: -0.2; pAkt inh: inactive; EPAC2 antag: 9%; EPAC2 agonist: -12%; DRD3 antagonist: 6; PTHR1 ag: -14%; Mm-Cpn inhibitor: 0%

How did O=C(CSCc1ccc(Cl)cc1)N1CCN(Cc2ccc3c(c2)OCO3)CC1 do in these assays?
DRD3 agonist: -8; CCT modulator: -1.3; pAkt inh: inactive; EPAC2 antag: -6%; EPAC2 agonist: 7%; DRD3 antagonist: inconclusive; PTHR1 ag: -13%[57.5 µM]; Mm-Cpn inhibitor: 4%

What do the screens show for `COc1ccc(CN(C)CC(=O)Nc2ccc(Cl)cc2F)c(OC)c1`?
DRD3 agonist: -9; CCT modulator: -2.1; pAkt inh: inactive; EPAC2 antag: -28%; EPAC2 agonist: inconclusive; DRD3 antagonist: 2; PTHR1 ag: -3%; Mm-Cpn inhibitor: -4%

Results for O=C(OCc1nc2ccsc2c(=O)[nH]1)c1cccc(S(=O)(=O)N2CCOCC2)c1 ?
DRD3 agonist: 10; CCT modulator: 0.6; pAkt inh: inactive; EPAC2 antag: -4%; EPAC2 agonist: -5%; DRD3 antagonist: 9; PTHR1 ag: -18%; Mm-Cpn inhibitor: -1%

What do the screens show for `O=c1oc2ccccc2n1Cc1ccccc1Cl`?
DRD3 agonist: 9; CCT modulator: -0.9; pAkt inh: inactive; EPAC2 antag: inconclusive; EPAC2 agonist: 14%; DRD3 antagonist: 3; PTHR1 ag: -10%; Mm-Cpn inhibitor: -4%

Results for CCC(C)c1ccccc1N1CC(C(=O)Nc2ccc(S(=O)(=O)N3CCOCC3)cc2)CC1=O (stereo not drawn) ?
DRD3 agonist: 1; CCT modulator: 0.1; pAkt inh: inactive; EPAC2 antag: -7%; EPAC2 agonist: -2%; DRD3 antagonist: 16; PTHR1 ag: -12%; Mm-Cpn inhibitor: 2%

What do the screens show for `C/C(=N/OCO/N=C(\C)c1ccc(F)cc1F)c1ccc(F)cc1F`?
DRD3 agonist: 5; CCT modulator: 0.1; pAkt inh: inactive; EPAC2 antag: -3%; EPAC2 agonist: 2%; DRD3 antagonist: 8; PTHR1 ag: inactive; Mm-Cpn inhibitor: 2%

What do the screens show for `COc1cccc(-n2cnnn2)c1`?
DRD3 agonist: -3; CCT modulator: -2.5; pAkt inh: inactive; EPAC2 antag: 1%; EPAC2 agonist: 2%; DRD3 antagonist: 9; PTHR1 ag: inactive

What do the screens show for `O=CN1CCC(=O)N(Cc2ccccc2)c2ccccc21`?
DRD3 agonist: 4; CCT modulator: -7.9; pAkt inh: inactive; EPAC2 antag: -6%; EPAC2 agonist: -4%; DRD3 antagonist: 19; PTHR1 ag: inactive; Mm-Cpn inhibitor: -3%

How did CCN(CC)S(=O)(=O)c1ccc(Cl)c(C(=O)Oc2cccc(-c3cnc4ccccc4n3)c2)c1 do in these assays?
DRD3 agonist: 10; CCT modulator: -1.4; pAkt inh: inactive; EPAC2 antag: 5%; EPAC2 agonist: 4%; DRD3 antagonist: -17; PTHR1 ag: -13%

What do the screens show for `CCCCN(C)C(=O)c1ccc(Nc2nc(C(N)Cc3ccc(C(F)(F)F)cc3)cs2)nc1` (stereo not drawn)?
DRD3 agonist: 9; CCT modulator: -0.6; pAkt inh: inactive; EPAC2 antag: -5%; EPAC2 agonist: 6%; DRD3 antagonist: -7; PTHR1 ag: -10%

What do the screens show for `CN(C(=O)c1cccc(Nc2ccc(-c3ccc4c(c3)OCCO4)nn2)c1)C1CCCCC1`?
DRD3 agonist: 6; CCT modulator: -1.1; pAkt inh: inactive; EPAC2 antag: -6%; EPAC2 agonist: 11%; DRD3 antagonist: 5; PTHR1 ag: -32%[inhibitor][57.5 µM]; Mm-Cpn inhibitor: -3%

How did Cc1ccc(O)c(C(=O)c2cnc3c(c2)c(-c2ccc(F)cc2)c(C#N)c(=O)n3C)c1 do in these assays?
DRD3 agonist: -10; CCT modulator: -3.7; pAkt inh: inactive; EPAC2 antag: -28%; EPAC2 agonist: 2%; DRD3 antagonist: -1; PTHR1 ag: -29%; Mm-Cpn inhibitor: 0%

Results for CCOc1ccc(/C=C2\SC(=S)N(Nc3ccccc3)C2=O)cc1OC ?
DRD3 agonist: 2; CCT modulator: -2.6; pAkt inh: inactive; EPAC2 antag: -12%; EPAC2 agonist: 12%; DRD3 antagonist: -4; PTHR1 ag: -24%; Mm-Cpn inhibitor: -2%

Results for CC(Oc1cccc(Cl)c1)c1ccnc2nc(/N=C/N(C)C)nn12 (stereo not drawn) ?
DRD3 agonist: 0; CCT modulator: -1.1; pAkt inh: inactive; EPAC2 antag: 3%; EPAC2 agonist: 6%; DRD3 antagonist: 1; PTHR1 ag: inactive; Mm-Cpn inhibitor: -1%

How did O=C(COC(=O)CNS(=O)(=O)/C=C/c1ccccc1)Nc1cc(S(=O)(=O)N2CCCCC2)ccc1Cl do in these assays?
DRD3 agonist: 6; CCT modulator: 0.3; pAkt inh: inactive; EPAC2 antag: -17%; EPAC2 agonist: 8%; DRD3 antagonist: -11; PTHR1 ag: -22%; Mm-Cpn inhibitor: -30%

Results for Cn1c(NCCN2CCCC2)nc2cc(-c3cccc(C(F)(F)F)c3)sc2c1=O ?
DRD3 agonist: -1; CCT modulator: -1.0; pAkt inh: inactive; EPAC2 antag: 0%; EPAC2 agonist: 3%; DRD3 antagonist: 8; PTHR1 ag: -13%
